High-throughput results as filed in PubChem.
KB-3-1 tox – kills parental KB-3-1 adenocarcinoma cells; KB-3-1 viability, CellTiter-Glo ATP luminescence, 72 h; Potency, µM (doses to about 46.1 µM), for the others: top-dose activity change, negative = cytotoxic, actives largely listed as cytotoxic; 400,000 tested, 1.4% active; note: potency is the fitted concentration of half-maximal effect; % is set by controls: 0 for no effect and ±100 for the full control effect; nearly all actives have a fitted effect of over 60% in size
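Using CellTiter-Glo luminescence, growth of non-resistant KB-3-1 adenocarcinoma cells is assessed 72 h after pin-tool compound addition at 37 °C. Normalized responses across the concentration series yield fitted curves.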
DRD3 antagonist – D3 dopamine receptor (human) antagonism. D3R cells, DiscoveRx beta-arrestin luminescence, antagonist mode; active compounds read low. max response, negative = inhibition, %. P35462. 360,000 tested, 2.5% active. AID 652054; in the data active = max response below about -50%; inconclusive = no clear call, values can overlap the other calls; note: % is set by controls: 0 for no effect and ±100 for the full control effect; mostly tested at two doses, the higher about 12 µM
Target sequence (P35462 whole entry, looked up): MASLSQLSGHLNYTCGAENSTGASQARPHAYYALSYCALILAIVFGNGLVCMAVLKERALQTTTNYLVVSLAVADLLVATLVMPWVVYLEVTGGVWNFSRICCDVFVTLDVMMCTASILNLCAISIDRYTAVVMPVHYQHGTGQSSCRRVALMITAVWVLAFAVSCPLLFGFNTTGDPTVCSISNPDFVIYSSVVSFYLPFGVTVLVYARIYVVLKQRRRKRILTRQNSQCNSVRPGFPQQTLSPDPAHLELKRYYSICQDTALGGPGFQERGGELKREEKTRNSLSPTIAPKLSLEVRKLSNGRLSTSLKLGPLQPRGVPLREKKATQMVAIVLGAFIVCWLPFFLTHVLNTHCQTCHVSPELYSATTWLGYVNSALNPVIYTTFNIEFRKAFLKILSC
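Cells plated overnight at 1500 cells/well, then exposed to library compounds with dopamine controls for 90 minutes at 37 degrees C. DiscoveRx reagent added for 30–60 minutes at room temperature; luminescence read, quantitative HTS format.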
DRD3 agonist – activates the human D3 dopamine receptor; max activation, %; D3R DiscoveRx beta-arrestin cells, luminescence, 90 min; AID 652048; 410,000 tested, 0.58% active; in the data active = max activation above about 30%; note: 0% is about no effect; mostly tested at two doses, the higher about 12 µM
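Cells at 1500/well, incubated overnight, then treated with pinned compounds (dopamine as control) for 90 min at 37 degrees C. DiscoveRx reagent added for 30 - 60 minutes at room temperature; luminescence read.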
KB-V1 cytotox – kills drug-selected multidrug resistant KB-V1 cells; AID 1347076; 400,000 tested, 3.4% active; KB-V1 MDR cells viability, CellTiter-Glo, 72 h; Potency, µM (series often up to 46.1 µM), for inactives: top-dose activity change, negative = cytotoxicity, most hits filed as cytotoxic; note: potency is the fitted concentration of half-maximal effect; % is set by controls: 0 for no effect and ±100 for the full control effect; nearly all actives have a fitted effect of over 60% in size
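Cells of the MDR subline KB-V1 are plated, dosed with compound at multiple concentrations, and incubated 72 h at 37 degrees C; CellTiter-Glo is then added and luminescence read after 10 min.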
SW480 rereplic – DNA re-replication induction in SW480 cells. SW480 DNA re-replication, Hoechst DNA content imaging, 48 h. Potency, µM (doses to about 46.1 µM), without a hit: at the highest dose re-replication activation, usual class: activators. 340,000 tested, 1.8% active. AID 624297; note: potency is the fitted concentration of half-maximal effect; % of control where 0% means no effect; nearly all actives have a fitted effect of over 55% in size
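Image-based DNA-content assay: after two days of treatment, nuclei were labelled with the DNA dye Hoechst and imaged, and hits were compounds raising the count of nuclei showing high fluorescence intensity.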
HT1080NT lethal – kills 2HG-producing HT-1080-NT fibrosarcoma cells | Potency, µM (top dose mostly 46.1 µM), without a hit: top-dose activity, negative = less viability, hits mostly cytotoxic | HT-1080-NT fibrosarcoma viability, CellTiter-Glo ATP luminescence, 48 h | 360,000 tested, 1.6% active | AID 686970;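 note: NT is the 2HG producing partner of a matched IDH1 knockdown line; potency is the fitted concentration of half-maximal effect; 0% = DMSO-treated cells and -100% = media-only wells without cells; nearly all actives have a fitted effect of over 55% in size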
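Read-out is CellTiter-Glo luminescence after 10 minutes at room temperature, following 48 hours' compound treatment of HT-1080-NT cells (750 cells/well, RPMI, 5% FBS, 37 degrees C).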
GLP-1R agonist – activates the human GLP-1 receptor | 380,000 tested, 0.007% active | HEK293 GLP-1R CRE-luciferase, luminescence, 4-6 h; cells express a hypersensitive GLP-1R form | Potency, µM (titrated, usually from 45.6 µM), without a hit: at the top dose activation, most hits filed as activators; note: potency is the fitted concentration of half-maximal effect; % of control where 0% means no effect
Target sequence (P43220 whole entry, looked up): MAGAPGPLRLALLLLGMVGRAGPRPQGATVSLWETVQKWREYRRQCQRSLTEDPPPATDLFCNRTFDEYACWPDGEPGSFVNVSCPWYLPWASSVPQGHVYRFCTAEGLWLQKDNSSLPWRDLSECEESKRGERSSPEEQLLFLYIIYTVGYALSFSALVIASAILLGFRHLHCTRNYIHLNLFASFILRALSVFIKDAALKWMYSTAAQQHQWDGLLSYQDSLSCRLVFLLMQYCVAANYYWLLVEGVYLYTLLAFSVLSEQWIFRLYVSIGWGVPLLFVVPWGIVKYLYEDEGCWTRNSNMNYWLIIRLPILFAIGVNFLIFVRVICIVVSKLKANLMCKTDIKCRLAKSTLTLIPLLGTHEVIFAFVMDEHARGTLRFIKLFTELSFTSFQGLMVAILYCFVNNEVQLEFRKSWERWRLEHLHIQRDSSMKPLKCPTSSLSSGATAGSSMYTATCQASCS
HT1080 IDH1KD tx – kills HT-1080 cells with IDH1 knockdown. HT-1080 IDH1 knockdown viability, ATP luminescence, 48 h. Potency, µM (doses to about 46.1 µM), inactives show at the top dose activity, negative = toxicity, actives largely listed as cytotoxic. 360,000 tested, 2% active;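 note: potency is the fitted concentration of half-maximal effect; 0% = DMSO wells and -100% = cell-free medium wells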
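IDH1KD HT-1080 cells, 750/well, RPMI + 5% FBS; compound pinned after 2 h settling; 48 h, 37 °C; CellTiter-Glo luminescence; % activity normalised to DMSO and no-cell wells; curves fitted, classed by r2 and efficacy.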
IL1B secr inh – blocks inflammasome-driven IL-1 beta release. activity change, % at 57.5 µM. 360,000 tested, 4.7% active. THP-1 LPS/ATP IL-1B secretion, AlphaLISA, 16 h; active compounds read low; in the data active = activity change below about -50%; inconclusive = mostly about -30% to -49%; note: % is set by controls: 0 for no effect and ±100 for the full control effect
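Secreted IL-1B measured by AlphaLISA bead assay after 16 h compound exposure of THP-1 cells; compounds (final up to 57.5 uM) added 1 h before LPS (250 ng/mL) and ATP (1.25 mM) stimulation; lower signal means less secretion.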
Active calls of the source: *; i = inactive; ? = inconclusive; . = not tested or not shown; [ ] = dose if it differs, or a comment. Unless noted, calls come from the whole dose curve; as a rule, active = well fitted curve in the direction sought with a large enough effect; inconclusive = small, poorly fitted or top-dose-only effect, or another doubt; inactive = no such curve, though single readings can be large; an effect the other way counts as inactive or inconclusive.

SMILES	KB-3-1 tox	DRD3 antagonist	DRD3 agonist	KB-V1 cytotox	SW480 rereplic	HT1080NT lethal	GLP-1R agonist	HT1080 IDH1KD tx	IL1B secr inh
O=S(=O)(NCc1ccccn1)c1ccccn1	6.2%	-25.2	8.2	16.1%	-11.3%	12.3%	6.6%	20.9%	27.9
COc1ccc(NC(=O)COc2cccc3c2CCN(Cc2cccnc2)C3=O)cc1	-6.7%	16.9	12.1	-23.5%	-7.7%	-0.6%	-2.8%	-5.7%	-4.1
CCOc1cc(CNCCc2ccccc2)ccc1OCC(=O)NC(C)(C)C	-29.8%	0.0	-7.9	-19.2%	?	-14.3%	-1.3%	-14.3%	-17.9
O=C(O)COCC(=O)Nc1ccccc1-c1ccccc1	26.9%	11.5	-1.4	21.7%	-4.4%	8.4%	0.8%	9.9%	-8.5
O=C(Nc1cc(Cl)ccc1Oc1ccccc1)c1ccccc1F	13.7%	20.2	4.0	-25.2%	-2.8%	2.1%	18.2%	8.0%	17.6
COc1cc(NC(=O)CC(C)S(=O)(=O)c2ccc3c(c2)CCN3C(C)=O)cc(OC)c1OC (stereo not drawn)	4.6%	.	-5.8	?	.	.	-1.9%	.	.
COc1ccc([C@H]2C[C@@H](n3cc(C4CC4)nn3)[C@H](O)CN2Cc2cccs2)cc1	?	3.2	4.0	-6.2%	.	-3.7%	8.3%	-2.3%	9.6
CC(C)CN1C(=O)c2ccc(C(=O)Nc3c[nH]c(=O)[nH]c3=O)cc2C1=O	-10.1%	4.7	4.3	-4.5%	?	15.3%	1.9%	10.6%	3.5
CCN1C(=O)/C(=c2\sc3nc(=O)c(Cc4ccccc4)nn3c2=O)c2ccccc21	14.3%	-3.4	15.0	13.3%	-9.9%	12.3%	-0.2%	12.3%	4.8
COc1ccc(NC(=O)COc2ccc3c(C)cc(=O)oc3c2)cc1S(=O)(=O)N1CCCCC1	-4.7%	?	6.2	0.3%	-375.9%[inhibitor]	-7.3%	1.0%	-7.9%	26.7

Four structures out of the list, sorted by number of heavy atoms, descending.
SMILES	KB-3-1 tox	DRD3 antagonist	DRD3 agonist	KB-V1 cytotox	SW480 rereplic	HT1080NT lethal	GLP-1R agonist	HT1080 IDH1KD tx	IL1B secr inh
COc1ccc(NC(=O)COc2cccc3c2CCN(Cc2cccnc2)C3=O)cc1	-6.7%	16.9	12.1	-23.5%	-7.7%	-0.6%	-2.8%	-5.7%	-4.1
CCN1C(=O)/C(=c2\sc3nc(=O)c(Cc4ccccc4)nn3c2=O)c2ccccc21	14.3%	-3.4	15.0	13.3%	-9.9%	12.3%	-0.2%	12.3%	4.8
COc1ccc([C@H]2C[C@@H](n3cc(C4CC4)nn3)[C@H](O)CN2Cc2cccs2)cc1	?	3.2	4.0	-6.2%	.	-3.7%	8.3%	-2.3%	9.6
O=S(=O)(NCc1ccccn1)c1ccccn1	6.2%	-25.2	8.2	16.1%	-11.3%	12.3%	6.6%	20.9%	27.9

(continued)
SMILES	KB-3-1 tox	DRD3 antagonist	DRD3 agonist	KB-V1 cytotox	SW480 rereplic	HT1080NT lethal	GLP-1R agonist	HT1080 IDH1KD tx	IL1B secr inh
CN(Cc1ccco1)C(=O)CN1C(=O)NC2(CCCCC2)C1=O	5.8%	0.9	5.2	7.6%	-12.7%	3.2%	-1.8%	4.6%	-5.6
COc1ccc(NC(=O)COC(=O)c2ccc([N+](=O)[O-])o2)cc1Cl	-1.6%	-6.6	-4.8	0.0%	-11.7%	12.7%	1.2%	2.5%	-5.4
CCc1noc(C)c1C(=O)OC(C)C(=O)Nc1ccccc1OC (stereo not drawn)	18.4%	13.3	3.2	?	-109.4%[inhibitor]	16.4%	7.7%	6.2%	43.5
COc1ccc(C2/C(=C(/O)c3ccc(C)cc3)C(=O)C(=O)N2C)cc1 (stereo not drawn)	10.2%	-17.0	-4.0	-1.6%	1.9%	0.8%	2.0%	2.4%	7.5
CCN(CC)c1ccc(/C=N/NC(=O)C2CC2)cc1	?	-5.9	3.0	-3.9%	?	-6.7%	9.3%	-26.3%	-12.5
CCSc1nc(=S)n(CC)c(C)c1C(C)=O	10.4%	-11.9	4.0	?	-7.5%	14.7%	-4.1%	-1.6%	-3.2
Cc1cccc(C(=O)NC2CCN(C(=O)Nc3ccccc3C)CC2)c1	?	-24.2	11.5	-9.3%	14.5%	-13.9%	-12.3%	?	-18.3
CCCCCCCCN1C(=O)[C@H](CC(=O)NCc2ccc(OC)c(OC)c2)C[C@@]2(C(=O)OCC)CCC=C12	-13.6%	-24.7	-6.3	?	.	?	.	?	-76.9*
CCc1nc2sc3c(c2c(=O)o1)CCCC3	8.7%	-11.5	0.6	-0.6%	-172.1%[inhibitor]	-3.3%	3.0%	-0.9%	13.1
CN1CCN(CCNC(=O)c2cn(Cc3ccccc3F)nn2)CC1	11.3%	6.2	-6.9	5.3%	10.1%	11.9%	0.0%	15.5%	21.4
Cc1nnc(SCC(=O)Nc2ccc(Cl)cn2)[nH]c1=O	2.7%	11.3	2.1	21.5%	-7.4%	12.1%	-20.3%	16.8%	1.4
O=C(O)/C(=C/c1ccco1)NC(=O)c1ccc(Br)o1	11.3%	15.2	9.2	5.7%	-0.5%	4.5%	-8.1%	10.9%	15.2
CCOC(=O)[C@H]1[C@H]2COc3ccc(Br)cc3[C@@H]2N2C(=O)N(c3ccccc3)C(=O)[C@@]12C	-8.2%	9.6	-6.0	-2.7%	3.7%	-0.9%	0.2%	1.2%	23.2
O=C(O)Cn1nnc(-c2ccc(OCc3ccccc3)cc2)n1	17.2%	8.7	3.0	6.4%	-5.9%	6.0%	-1.4%	11.3%	-3.4
CN(C)S(=O)(=O)c1ccc(C(=O)NCC(C)(C)CN=C2NS(=O)(=O)c3ccccc32)cc1	-2.2%	-7.9	2.0	0.0%	-27.0%	5.6%	10.4%	-2.1%	-18.8
COc1cc(C(=O)NCCC2=CCCCC2)ccc1OCc1c(C)noc1C	10.3%	-17.3	-17.7	-29.4%	-17.8%	5.3%[9.24 µM]	16.4%	6.3%	?
COCCN1C(=O)C(=O)/C(=C(/O)c2ccc(S(=O)(=O)N3CCOCC3)cc2)C1c1ccc(O)cc1 (stereo not drawn)	-4.6%	-22.5	-5.1	-10.9%	-69.9%[inhibitor]	16.1%	-0.4%	0.7%	8.0
N#C/C(=N\Nc1ccccc1)C(N)=S	-3.0%	-24.3	12.0	1.0%	-0.8%	-1.5%	-0.3%	-8.8%	.
Cc1cccc(NC(=O)CSCC(=O)Nc2cc(Cl)ccc2N2CCN(C)CC2)c1	-24.0%	8.3	-7.4	-3.6%	6.7%	14.6µM*	5.5%	14.6µM*	-79.2*
COc1ccccc1NC(=O)c1ccc(NC(=O)CN2C(=O)CN(C)C2=O)cc1	-19.3%	-0.1	-5.1	-1.6%	-8.9%	22.1%	0.4%	20.2%	6.0
Cc1cc(S(=O)(=O)N2CCC3(CC2)OCCO3)c(C)cc1Cl	-4.7%	-18.4	1.3	?	?	-3.3%	-10.9%	5.5%	i
CC(=O)NNC(=O)c1cc2c3ccccc3n(C)c2s1	-1.6%	4.2	2.7	0.0%	i[1.84 µM]	-4.9%	12.5%	-0.9%	10.4
O=C(COC(=O)/C=C/c1cccc(Cl)c1)Nc1ccc2[nH]c(=O)[nH]c2c1	4.0%	15.8	1.4	28.4%	-52.3%[inhibitor]	18.2%	-11.7%	16.5%	6.3
CC(C)[C@H](NC(=O)c1ccco1)C(=O)NC12CC3CC(CC(C3)C1)C2	-4.5%	-15.0	1.8	-1.1%	10.2%	-8.4%	5.4%	-3.5%	0.0
O=C(NCc1ccccc1)C(=O)NCC1OCCN1S(=O)(=O)c1ccc([N+](=O)[O-])cc1 (stereo not drawn)	0.2%	7.9	-3.1	-19.1%	-1.5%	9.6%	-4.9%	4.6%	23.8
Cc1ccc(OCCCn2c(=O)sc3ccccc32)cc1	-0.2%	11.0	1.5	-4.5%	-2.1%	-2.8%	7.6%	-1.3%	36.7
COc1ccc(Br)c(C(=O)N2CCN(S(=O)(=O)/C=C/c3ccccc3)CC2)c1	-5.2%	-24.2	2.4	?	-6.4%	2.1%	-0.6%	-10.2%	-15.1
Cc1ccc2cc(CN(CC3CCCO3)C(=S)NCc3ccco3)c(=O)[nH]c2c1 (stereo not drawn)	2.8%	-1.3	2.0	?	4.2%	-2.1%	12.3%	-11.5%	?
O=[N+]([O-])c1ccc(NC(c2ccccc2)c2ccc3cccnc3c2O)cc1 (stereo not drawn)	4.61µM*	2.5	15.7	?	0.82µM*	?	4.7%	?	73.0
O=C(CCCN1C(=O)c2cccnc2C1=O)Nc1ccc(Br)cc1	-11.5%	-9.0	-6.9	-10.1%	8.3%	1.4%	10.6%	3.3%	-9.1
CCNC(=O)C1CCCN(C(=O)c2cccc3ccccc23)CC1 (stereo not drawn)	0.0%	0.0	-7.0	3.5%	.	14.7%	0.4%	-0.4%	36.8
CC(C)CN1CCN(CCCOC(=O)Nc2cccc3ccccc23)CC1C (stereo not drawn)	19.6%	-28.0	-17.6	5.6%	5.5%	5.9%	16.0%	-10.0%	-7.0
O=C(Cc1ccccc1[N+](=O)[O-])Nc1cccc(S(=O)(=O)NC2=NCCCCC2)c1	-2.7%	-15.7	-3.3	-14.1%	-1.3%	-2.1%	6.3%	-1.8%	0.0
COc1ccc(N2CCN(C(=O)COC(=O)c3cccc(OC)c3O)CC2)cc1	-0.6%	4.0	4.0	0.3%	-33.3%[inhibitor]	18.2%	8.3%	-4.5%	-3.6

2 compounds drawn at random from those above:
SMILES	KB-3-1 tox	DRD3 antagonist	DRD3 agonist	KB-V1 cytotox	SW480 rereplic	HT1080NT lethal	GLP-1R agonist	HT1080 IDH1KD tx	IL1B secr inh
CC(C)CN1CCN(CCCOC(=O)Nc2cccc3ccccc23)CC1C (stereo not drawn)	19.6%	-28.0	-17.6	5.6%	5.5%	5.9%	16.0%	-10.0%	-7.0
COc1ccc(N2CCN(C(=O)COC(=O)c3cccc(OC)c3O)CC2)cc1	-0.6%	4.0	4.0	0.3%	-33.3%[inhibitor]	18.2%	8.3%	-4.5%	-3.6
